DAX1 inh-1 = DAX1 (NR0B1) inhibitors, primary screen, cell-based, HEK293, Gal4-DAX1, luciferase luminescence. actives 0.99% (n = 340,000). HEK293 Gal4-DAX1 luciferase reporter. AID 504766, 2011. inhibition, % at 6.75 µM;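 active means inhibition above the mean over all tested compounds plus 3 SD, cut at about 4.2% in these data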;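 further: 0% = DAX1-transfected cells with DMSO and 100% = empty-vector control cells with DMSO; inhibition shows as a rise in luminescence from relieved DAX1 repression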
hgDAF-12 ag = H. glycines DAF-12 receptor agonists, primary screen, cell-based, luminescence, HEK293, GAL4 fusion, UAS-luciferase | Nuclear hormone receptor DAF-12 (Heterodera glycines), GAL4 fusion | HEK293 GAL4-hgDAF12 UAS-luciferase reporter, agonist luminescence; normalized to butyrate control | AID 687014, 2013 | actives 1.8% (n = 370,000) | activation, % at 6.8 µM;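 active means activation above a cutoff set at the mean of all screened compounds plus 3 SD, cut at about 10% in these data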;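 further: 0% = DMSO wells and 100% = sodium butyrate wells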
ssDAF12 agonist = S. stercoralis DAF-12 nuclear receptor activators, primary screen, cell-based, luminescence, HEK293, GRIP1 co-expression, lit1-tk-luc; HEK293 ssDAF-12/GRIP1 lit1-tk-luc reporter; % of 3 µM dafachronic acid response; Nuclear hormone receptor DAF-12 (Strongyloides stercoralis); activation, % at 6.8 µM; AID 652126, 2013; actives 1% (n = 370,000);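 active means activation above the mean over all tested compounds plus 3 SD, cut at about 0.9% in these data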;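 further: 0% = DMSO-only wells and 100% = 3 µM delta7-dafachronic acid wells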
PLCg1 inh = PLC-gamma1 enzyme inhibitors, primary screen, biochemical, fluorescence, purified enzyme. 1-phosphatidylinositol 4,5-bisphosphate phosphodiesterase gamma-1 (Homo sapiens), P19174. inhibition, % at 12.2 µM. actives 0.84% (n = 370,000). fluorogenic substrate; in the data active means inhibition above about 9.5%
MBD2 DNA inh = inhibitors of MBD2 binding to methylated DNA, primary screen, biochemical, TR-FRET, DNA-binding domain, human; Methyl-CpG-binding domain protein 2 (Homo sapiens), Q9UBB5; actives 0.31% (n = 370,000); AID 686964, 2013; MBD2 binding to methylated oligonucleotide; inhibition, % at 4.4 µM; in the data active means inhibition above about 13%
DAX1 inh-2 = DAX1 (NR0B1) inhibitors on StAR promoter, primary screen, cell-based, luminescence, SF-1 (NR5A1), full-length DAX-1. HEK293T StAR-luciferase reporter, SF-1/DAX-1 repression relief. inhibition, % at 6.8 µM. actives 1.1% (n = 370,000). AID 652010, 2013;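 active means inhibition above the mean over all tested compounds plus 3 SD, cut at about 3.6% in these data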;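 further: 0% = DAX-1 cells with DMSO and 100% = cells lacking DAX-1 with DMSO; higher inhibition means more luminescence from relief of DAX-1 repression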
SMARCA2 act = SMARCA2 (BRM) function activators, primary screen, cell-based, luminescence, high throughput; MG213 cells, MMTV-luciferase reporter, dexamethasone, overnight; activation, % at 9.1 µM; actives 1% (n = 370,000); AID 652017, 2013; in the data active means activation above about 7.8%;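 further: 0% = vehicle wells and 100% = reference activator wells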
ADAM17 inh = ADAM17 inhibitors, primary screen, biochemical, QFRET | recombinant ADAM17, EDANS/DABCYL FRET peptide cleavage | Disintegrin and metalloproteinase domain-containing protein 17 (Homo sapiens), P78536 | AID 720648, 2013 | inhibition, % at 6.95 µM | actives 0.83% (n = 370,000);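 active means inhibition above the mean of compounds lying between control limits plus 3 SD, set per campaign, cut at about 8.5% in these data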;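 further: 0% = DMSO-only wells as the low control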
hcDAF12 agonist = H. contortus DAF-12 nuclear receptor activators, primary screen, cell-based, luminescence, HEK293, lit1-tk-luc reporter. AID 652067, 2013. HEK293 hcDAF-12 lit1-tk-luc reporter; 0% DMSO, 100% Δ7-dafachronic acid. actives 1.4% (n = 370,000). activation, % at 6.8 µM;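 active means activation above the mean of all tested compounds plus 3 SD, cut at about 5.5% in these data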;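 further: 100% = response to 3 µM Δ7-dafachronic acid high control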
Rev-erbA mod = modulators of Rev-erb alpha DNA binding, primary screen, biochemical, FITC-DNA, fluorescence polarization, uHTS; AID 1259318, 2017; actives 0.79% (n = 370,000); activity, % at 10 µM; Rev-erbα–FITC-DNA binding, 90 min;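 active means activity above about 14%, limit read from the data; passing the limit was not always enough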;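 further: 0% = DMSO wells with 35 nM protein and 100% = DMSO wells with 750 nM protein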
PLCb3 inh = human PLC-beta3 inhibitors, primary screen, biochemical, fluorescence; 1-phosphatidylinositol 4,5-bisphosphate phosphodiesterase beta-3 (Homo sapiens), Q01970; Purified PLC-beta3, fluorogenic substrate; inhibition, % at 12.2 µM; actives 0.18% (n = 370,000); AID 720704, 2013; in the data active means inhibition above about 11%;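 further: 0% = median of compound wells on plate and 100% = full blocker control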
Target sequence (Q01970 whole entry, looked up): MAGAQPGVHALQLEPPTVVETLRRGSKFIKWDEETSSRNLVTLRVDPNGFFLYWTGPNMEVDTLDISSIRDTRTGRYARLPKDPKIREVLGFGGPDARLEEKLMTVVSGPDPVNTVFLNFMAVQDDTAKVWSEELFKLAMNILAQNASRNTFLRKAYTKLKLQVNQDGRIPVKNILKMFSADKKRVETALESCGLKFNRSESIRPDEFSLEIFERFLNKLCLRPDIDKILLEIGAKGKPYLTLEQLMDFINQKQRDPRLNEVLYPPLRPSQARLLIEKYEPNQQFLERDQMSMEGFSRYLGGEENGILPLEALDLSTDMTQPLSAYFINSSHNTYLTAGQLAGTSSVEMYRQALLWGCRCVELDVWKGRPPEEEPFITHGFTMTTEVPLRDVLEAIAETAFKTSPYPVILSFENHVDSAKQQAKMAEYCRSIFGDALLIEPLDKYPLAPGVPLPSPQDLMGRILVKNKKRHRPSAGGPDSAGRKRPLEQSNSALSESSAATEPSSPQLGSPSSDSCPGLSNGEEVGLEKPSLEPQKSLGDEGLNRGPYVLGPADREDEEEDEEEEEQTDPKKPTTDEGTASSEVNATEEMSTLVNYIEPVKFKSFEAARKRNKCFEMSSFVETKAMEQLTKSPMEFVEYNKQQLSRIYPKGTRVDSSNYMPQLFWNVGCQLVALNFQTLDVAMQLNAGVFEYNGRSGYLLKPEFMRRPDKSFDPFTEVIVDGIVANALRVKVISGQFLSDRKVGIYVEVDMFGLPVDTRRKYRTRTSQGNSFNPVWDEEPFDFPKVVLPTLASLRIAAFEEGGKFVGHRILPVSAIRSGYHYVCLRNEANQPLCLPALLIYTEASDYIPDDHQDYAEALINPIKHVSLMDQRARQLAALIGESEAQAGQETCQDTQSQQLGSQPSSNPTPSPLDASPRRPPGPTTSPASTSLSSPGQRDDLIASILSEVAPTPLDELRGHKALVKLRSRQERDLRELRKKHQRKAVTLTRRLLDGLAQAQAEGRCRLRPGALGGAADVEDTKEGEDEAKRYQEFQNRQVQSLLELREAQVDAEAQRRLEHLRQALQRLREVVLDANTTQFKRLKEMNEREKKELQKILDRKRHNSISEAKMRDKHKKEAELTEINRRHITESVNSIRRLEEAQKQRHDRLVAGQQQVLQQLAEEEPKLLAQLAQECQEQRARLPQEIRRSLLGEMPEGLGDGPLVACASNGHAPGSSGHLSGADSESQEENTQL
An asterisk follows results filed as active.

For CCOc1cc(C(=O)Nc2cccnc2)cc(OCC)c1OCC the results were DAX1 inh-1 1.2, hgDAF-12 ag 1.0, ssDAF12 agonist 1.2*, PLCg1 inh -4, MBD2 DNA inh -1, DAX1 inh-2 -1.0, SMARCA2 act 0, ADAM17 inh -3, hcDAF12 agonist 3.7, Rev-erbA mod -2 and PLCb3 inh -4.
`O=C(c1ccc(Cl)cc1)C1CCCN(C(=O)c2csnn2)C1` (stereo not drawn) gave DAX1 inh-1 -0.8, hgDAF-12 ag 0.4, ssDAF12 agonist -1.1, PLCg1 inh 2, MBD2 DNA inh -2, DAX1 inh-2 0.0, SMARCA2 act 3, ADAM17 inh 1, hcDAF12 agonist -0.3, Rev-erbA mod 0 and PLCb3 inh 1.
`N#CC1=C(N)Oc2cc(N)ccc2C1c1ccccc1F` (stereo not drawn) gave DAX1 inh-1 1.8, hgDAF-12 ag 0.8, ssDAF12 agonist -0.9, PLCg1 inh -127, MBD2 DNA inh -6, DAX1 inh-2 -0.5, SMARCA2 act -1, ADAM17 inh -35, hcDAF12 agonist -1.5, Rev-erbA mod -3 and PLCb3 inh -162.
For COc1ccc(OCC(=O)NNC(=O)C2CCCO2)cc1 (stereo not drawn) the results were DAX1 inh-1 0.9, hgDAF-12 ag 1.1, ssDAF12 agonist -0.4, PLCg1 inh -3, MBD2 DNA inh -1, DAX1 inh-2 0.2, SMARCA2 act -2, ADAM17 inh -1, hcDAF12 agonist -2.0, Rev-erbA mod -1 and PLCb3 inh -1.
CCOc1ccccc1NC(=O)COC(=O)CN(C)S(=O)(=O)c1ccc(C)cc1 was read as DAX1 inh-1 -0.1, hgDAF-12 ag -1.4, ssDAF12 agonist -0.5, PLCg1 inh 1, MBD2 DNA inh -1, DAX1 inh-2 0.6, SMARCA2 act 0, ADAM17 inh -5, hcDAF12 agonist 2.4, Rev-erbA mod 1 and PLCb3 inh 2.
CCC(C)c1ccccc1NC(=O)C(C)OC(=O)c1ccco1 (stereo not drawn) was read as DAX1 inh-1 0.1, hgDAF-12 ag 0.6, ssDAF12 agonist -1.4, PLCg1 inh -2, MBD2 DNA inh 4, DAX1 inh-2 -0.9, SMARCA2 act -3, ADAM17 inh -7, hcDAF12 agonist -0.9, Rev-erbA mod 0 and PLCb3 inh -9.
Screening COc1ccc(C(=O)NC(=S)N2CCC(C)CC2)cc1Br returned DAX1 inh-1 1.2, hgDAF-12 ag 32*, ssDAF12 agonist -0.6, PLCg1 inh -1, MBD2 DNA inh 5, DAX1 inh-2 0.7, SMARCA2 act -1, ADAM17 inh -5, hcDAF12 agonist 0.2, Rev-erbA mod -6 and PLCb3 inh -10.
For COc1ccc(C(=O)c2ccccc2Cl)cc1 the results were DAX1 inh-1 0.2, hgDAF-12 ag 3.4, ssDAF12 agonist -0.8, PLCg1 inh 4, MBD2 DNA inh -3, DAX1 inh-2 0.1, SMARCA2 act 1, ADAM17 inh -4, hcDAF12 agonist -1.7, Rev-erbA mod 3 and PLCb3 inh -2.
CC(C)c1ncc(S(=O)(=O)c2ccc(C(F)(F)F)cn2)c(N)n1 was read as DAX1 inh-1 -1.0, hgDAF-12 ag -1.9, ssDAF12 agonist -1.6, PLCg1 inh -2, MBD2 DNA inh -2, DAX1 inh-2 -0.5, SMARCA2 act 1, ADAM17 inh 0, hcDAF12 agonist -1.9, Rev-erbA mod -2 and PLCb3 inh -5.
Screening O=C(NNC1CC(=O)N(c2ccccc2)C1=O)c1cccnc1 (stereo not drawn) returned DAX1 inh-1 1.2, hgDAF-12 ag 1.9, ssDAF12 agonist -1.3, PLCg1 inh 0, MBD2 DNA inh 5, DAX1 inh-2 -0.2, SMARCA2 act 2, ADAM17 inh -2, hcDAF12 agonist -0.1, Rev-erbA mod -4 and PLCb3 inh -5.

Fetched one by one from the list above (2):
CCOc1ccccc1NC(=O)COC(=O)CN(C)S(=O)(=O)c1ccc(C)cc1 was read as DAX1 inh-1 -0.1, hgDAF-12 ag -1.4, ssDAF12 agonist -0.5, PLCg1 inh 1, MBD2 DNA inh -1, DAX1 inh-2 0.6, SMARCA2 act 0, ADAM17 inh -5, hcDAF12 agonist 2.4, Rev-erbA mod 1 and PLCb3 inh 2.
CCC(C)c1ccccc1NC(=O)C(C)OC(=O)c1ccco1 (stereo not drawn) was read as DAX1 inh-1 0.1, hgDAF-12 ag 0.6, ssDAF12 agonist -1.4, PLCg1 inh -2, MBD2 DNA inh 4, DAX1 inh-2 -0.9, SMARCA2 act -3, ADAM17 inh -7, hcDAF12 agonist -0.9, Rev-erbA mod 0 and PLCb3 inh -9.

Other records.
`N=c1n(CCN2CCCCC2)c2ccccc2n1CC(O)COc1ccccc1` (stereo not drawn) gave DAX1 inh-1 0.5, hgDAF-12 ag 1.8, ssDAF12 agonist -0.7, PLCg1 inh 2, MBD2 DNA inh 2, DAX1 inh-2 1.4, SMARCA2 act 7, ADAM17 inh -8, hcDAF12 agonist 1.0, Rev-erbA mod 2 and PLCb3 inh 0.
Cc1ccccc1CNS(=O)(=O)c1c(C(=O)N2CCCCC2)c(C)n(C)c1C was read as DAX1 inh-1 0.6, hgDAF-12 ag -1.7, ssDAF12 agonist -0.8, PLCg1 inh 3, MBD2 DNA inh 5, DAX1 inh-2 -0.2, SMARCA2 act -2, ADAM17 inh 0, hcDAF12 agonist -2.2, Rev-erbA mod -2 and PLCb3 inh -4.
`COc1ccc(/C=C2\N=C(SC)N(C)C2=O)cc1` gave DAX1 inh-1 1.5, hgDAF-12 ag 1.5, ssDAF12 agonist -1.0, PLCg1 inh -5, MBD2 DNA inh -1, DAX1 inh-2 0.1, SMARCA2 act 2, ADAM17 inh 0, hcDAF12 agonist 3.0, Rev-erbA mod -5 and PLCb3 inh -2.
`CCCc1nc(N2CCN(C)CC2)c2sc(=S)n(-c3ccccc3)c2n1` gave DAX1 inh-1 -0.7, hgDAF-12 ag 0.0, ssDAF12 agonist -1.3, PLCg1 inh 0, MBD2 DNA inh -4, DAX1 inh-2 -0.4, SMARCA2 act 0, ADAM17 inh 0, hcDAF12 agonist 0.3, Rev-erbA mod 4 and PLCb3 inh 6.
c1ccc(NCc2nc(-c3ccccc3)no2)cc1 was read as DAX1 inh-1 0.1, hgDAF-12 ag 8.0, ssDAF12 agonist -0.8, PLCg1 inh 3, MBD2 DNA inh 4, DAX1 inh-2 0.5, SMARCA2 act 0, ADAM17 inh 0, hcDAF12 agonist 0.6, Rev-erbA mod 5 and PLCb3 inh 1.
For Cn1ncc(Cl)c1C(=O)N1CCN(S(=O)(=O)c2ccc(F)cc2)CC1 the results were DAX1 inh-1 0.2, hgDAF-12 ag -1.4, ssDAF12 agonist -0.9, PLCg1 inh 1, MBD2 DNA inh 0, DAX1 inh-2 -0.1, SMARCA2 act -2, ADAM17 inh 1, hcDAF12 agonist -2.0, Rev-erbA mod 3 and PLCb3 inh -2.
For C#CCNC(=O)C[C@H]1C[C@@]2(C(=O)OC)C(=C[C@H](C(C)(C)C)O[C@@H]2C)N(CCCCCCCC)C1=O the results were hgDAF-12 ag 0.8, ssDAF12 agonist -0.9, PLCg1 inh 2, MBD2 DNA inh 1, DAX1 inh-2 -1.0, SMARCA2 act -4, ADAM17 inh 3, hcDAF12 agonist -1.1, Rev-erbA mod 3 and PLCb3 inh 3.
`Cc1nc(-c2ccccc2)ccc1C(=O)O` gave DAX1 inh-1 -0.4, hgDAF-12 ag -0.5, ssDAF12 agonist -0.9, PLCg1 inh -5, MBD2 DNA inh 5, DAX1 inh-2 -1.0, SMARCA2 act 1, ADAM17 inh -8, hcDAF12 agonist -1.1, Rev-erbA mod -2 and PLCb3 inh -10.
`COC(=O)[C@]12CCCCC=C1N(Cc1ccc3c(c1)OCO3)C(=O)[C@H](CC(=O)N1CCN(C(=O)c3ccco3)CC1)C2` gave hgDAF-12 ag -0.3, ssDAF12 agonist -1.8, PLCg1 inh 1, MBD2 DNA inh -1, DAX1 inh-2 -1.1, SMARCA2 act -4, ADAM17 inh -2, hcDAF12 agonist -0.7, Rev-erbA mod 3 and PLCb3 inh 2.
For COCCNC(=O)C(=O)Nc1ccc(Br)cc1 the results were DAX1 inh-1 1.1, hgDAF-12 ag 4.7, ssDAF12 agonist -1.3, PLCg1 inh 4, MBD2 DNA inh 2, DAX1 inh-2 1.1, SMARCA2 act 3, ADAM17 inh 4, hcDAF12 agonist -2.1, Rev-erbA mod -6 and PLCb3 inh 3.
CCOC(=O)c1ccc(NC(=O)NCc2cccnc2)cc1 was read as DAX1 inh-1 -0.5, hgDAF-12 ag -2.7, ssDAF12 agonist -2.0, PLCg1 inh 1, MBD2 DNA inh 4, DAX1 inh-2 -3.0, SMARCA2 act -1, ADAM17 inh -3, hcDAF12 agonist -2.4, Rev-erbA mod 2 and PLCb3 inh -8.
For O=C(CCN1C(=O)c2ccccc2C1=O)Nc1ccc(-c2cn3ccsc3n2)cc1 the results were DAX1 inh-1 0.7, hgDAF-12 ag 1.2, ssDAF12 agonist -1.3, PLCg1 inh 3, MBD2 DNA inh 5, DAX1 inh-2 0.1, SMARCA2 act 0, ADAM17 inh -1, hcDAF12 agonist -1.8, Rev-erbA mod -1 and PLCb3 inh 4.
COc1ccc(CC(=O)NCc2nnc(SCC(=O)Nc3cccc(F)c3)n2C)cc1 was read as DAX1 inh-1 -0.8, hgDAF-12 ag -2.5, ssDAF12 agonist -1.8, PLCg1 inh 3, MBD2 DNA inh -2, DAX1 inh-2 0.3, SMARCA2 act 0, ADAM17 inh -1, hcDAF12 agonist 0.6, Rev-erbA mod 0 and PLCb3 inh -4.
CCCCN(C(=O)c1ccc(S(=O)(=O)N(C)C)cc1)c1ccccc1 was read as DAX1 inh-1 -0.9, hgDAF-12 ag -2.3, ssDAF12 agonist -1.4, PLCg1 inh 1, MBD2 DNA inh -5, DAX1 inh-2 -0.3, SMARCA2 act -3, ADAM17 inh -8, hcDAF12 agonist -1.3, Rev-erbA mod 3 and PLCb3 inh -8.
For COc1ccc(CNc2ccc(N3CCN(C(C)=O)CC3)cc2)cc1OC the results were DAX1 inh-1 -0.6, hgDAF-12 ag -3.0, ssDAF12 agonist -1.3, PLCg1 inh -112, MBD2 DNA inh -4, DAX1 inh-2 -0.6, SMARCA2 act 2, ADAM17 inh -32, hcDAF12 agonist -1.1, Rev-erbA mod -5 and PLCb3 inh -145.

Bioassay records from PubChem BioAssay.
